# Compound activity deposited in PubChem by National Center for Advancing Translational Sciences (NCATS).
# S3 lipid droplet: qHTS Assay for Lipid Storage Modulators in Drosophila S3 Cells; Drosophila S3 cells, BODIPY lipid droplet fluorescence, 18-24 h; cells fed with added oleic acid; Potency in µM for hits, for the others lipid storage change, negative = inhibition, % at the top dose, mostly 46.1 µM; 320,000 compounds, 0.64% hits; AID 2685; active = well fitted inhibition curve with a large enough effect in the signal ratio, with a control signal flat, not every such curve was filed as active; inconclusive = small, poorly fitted or top-dose-only effect, or effect the other way, or a change in a side signal; the % refers to the signal ratio
#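 Drosophila S3 cells loaded with oleic acid (400 uM, as added) and compounds at several concentrations; lipid droplets imaged by 488-nm laser-scanning cytometry, 500–530 nm intensity and object ratio to cell channel. Percent activity normalized to 20 uM Triacsin C.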
# S3 lipid droplet cell count max: recorded beside S3 lipid droplet, whose call it bears; cell number change, %; measured here: cell count max response;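 cells counted by Cell Tracker Red CMTPX staining in the red channel; peak over a dose series mostly up to 46.1 µM; percent activity relative to internal control wells on each plate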
# * marks the source's active call; other numbers are inactive results; i = inactive; ? = inconclusive; / = not tested or not shown; [ ] = remark or other dose. % is scaled to controls: 0 for no effect and ±100 for the full control effect; potency is read from the fitted curve at half-maximal effect. These rows are one share of the data; the hit share may differ from the screen's.
# Below each compound – S3 lipid droplet	S3 lipid droplet cell count max
> CC(=O)Nc1cccc(C(=O)OCC(=O)NCc2cc(C)c(O)c(C)c2)c1
    -7%	-14
> CCOC(=O)c1[nH]c(C)c(C(=O)NC2CCCCC2)c1C
    2%	-4
> Cc1cc(C)n2nc(CC(=O)NNC(=O)c3ccc(N(C)C)cc3)nc2n1
    ?	/
> CCOC(=O)c1c(CNCc2ccccc2F)c2sc(C)cc2n1C
    13%	-3
> O=C(CSc1ccc2c(c1)OCCO2)Nc1ccc2c(c1)OCO2
    ?	/
> Cc1ccc(C(=O)C(OC(=O)c2cnccn2)c2ccccc2)cc1C (centres undefined)
    ?	/
> COc1ccc(-n2cc(C(=O)c3cc4ccccc4oc3=O)c(C(C)=O)n2)cc1
    ?	/
> Cc1ccc(S(=O)(=O)NNC(=S)Nc2c(Cl)cccc2Cl)cc1
    -4%	9
> CC1=C/C(=C(/c2ccc(O)c(C)c2)c2ccccc2S(=O)(=O)O)C=CC1=O
    i	5
> CCOC(=O)C1CN(S(=O)(=O)c2cccc(C(F)(F)F)c2)c2cc(CC(=O)OC)ccc2O1 (centres undefined)
    -20%	-18
> Cc1ccccc1NS(=O)(=O)c1cccc2nsnc12
    9%	12
> CC1CCCN(CC(O)COc2ccc(-c3ccccc3)cc2)C1 (centres undefined)
    ?	/
> CCOc1ccc2nc(NC(=O)c3cccc(-c4cc5ccccc5oc4=O)c3)sc2c1
    ?	/
> CC(=O)Nc1ccc(S(=O)(=O)Nc2nccc(/C=C/c3ccc(Cl)cc3)n2)cc1
    ?	/
> CC(C(=O)NCCS(=O)(=O)c1ccc(Br)cc1)S(=O)(=O)c1ccc(Cl)cc1 (centres undefined)
    -9%	19
> O=C(N1CCCCC1)N1CCCN(C(=O)N2CCCCC2)CC1
    19%	-3
> O=C(CN1CCCN(S(=O)(=O)c2ccc(Br)cc2)CC1)Nc1ccc2c(c1)OCO2
    -11%	-19
> CC1CCCCC1NC(=O)c1ccc(S(=O)(=O)NCC2CCCO2)cc1 (centres undefined)
    -16%	3
> CCOC(=O)c1cc(C)n(Cc2cccc(OC)c2OC)c1C
    17%	-17
> CCn1c(SCC(=O)Nc2ccc(OC)cc2)nc2nc3c(cc2c1=O)COC(C)(C)C3
    7%	1
> CCOC(=O)C(CC)n1cnc2c(oc3ccccc32)c1=O (centres undefined)
    0%	0
> Cc1ccc(-n2c(SCC(=O)N3CCOCC3)nnc2-c2ccncc2)cc1C
    -3%	-6
> O=C(C1=COCCO1)N1CCN(c2nc3ccc([N+](=O)[O-])cc3s2)CC1
    -10%[0.0737 µM]	15
> N#Cc1nc(-c2cccc3ccccc23)oc1NCCN1CCCCC1
    ?	/
> Cc1ccc(OCC(=O)Oc2c(C)cccc2C)cc1
    ?	/
> O=C(CN(C(=O)CCC(=O)Nc1ccccn1)c1ccccc1F)NCc1ccc2c(c1)OCO2
    29%	-3
> COc1cccc(-n2c(CN3CCN(c4ccccc4)CC3)nc3ccc([N+](=O)[O-])cc3c2=O)c1
    13%	25
> CC(C)c1cc(N2CCN(C(=O)c3ccco3)CC2)n2c(nc3ccccc32)c1C#N
    ?	/
> Cc1cccc(NC(=O)c2ccccc2OCC(=O)N2CCOCC2)c1C
    ?	/
> COc1cccc(NC(=O)COC(=O)Cn2c(C)csc2=O)c1
    ?	/
> CC(C)(C)C(=O)c1no[n+]([O-])c1/C(=N/O)C(C)(C)C
    ?	/
> CCCC(=O)Nc1ccc(NC(=O)c2ccccc2F)cn1
    i	4
> COc1ccccc1CNC(=O)CN1C(=O)CSc2ccc(S(=O)(=O)N3CCCC3)cc21
    ?	/
> O=C(Nc1ccccc1C(F)(F)F)N1CCN(c2ccc3nncn3n2)CC1
    26%	/
> Cc1nnc(C)c2c(C)n(-c3ccc4ncccc4c3)c(C)c12
    -4%	-2
> Cc1ccc(C(=O)c2cn[nH]c2-c2cc(Cl)ccc2O)cc1
    14%	-10
> Cc1ccc(C)c(NC(=O)c2nnn(Cc3ccccc3C)c2N)c1
    ?	/
> COc1ccc(CCNC(=S)N2CCN(S(=O)(=O)c3cccc(F)c3)CC2)cc1
    ?	/
> CC(C)(C)NC(=O)CN(C(=O)CS(=O)CC(=O)Nc1ccc(F)cc1)c1ccc(F)c(Cl)c1 (centres undefined)
    ?	/
> COC(=O)Cc1cc(=O)[nH]c(/N=C(\N)Nc2ccccc2C)n1
    8%	3
> O=C(CNC(=O)N1CC(=O)Nc2ccccc21)Nc1ccc(F)c(Cl)c1
    0%	16
> CC(/C=C1\SC(=S)N(CCCC(=O)Nc2ccc(C(=O)O)c(O)c2)C1=O)=C\c1ccccc1
    0%	27
> O=C(NC1CC1)C1CCCN(C(=O)Nc2ccc(F)cc2)C1 (centres undefined)
    ?	/
> O=C(CN(Cc1ccco1)C(=O)c1cccc(Cl)c1)Nc1c(Cl)cc(Cl)cc1Cl
    -4%	14
> O=C(O)/C(=C\c1ccco1)NC(=O)c1ccccc1
    ?	/
> Fc1ccccc1-c1n[nH]c(=S)n1Cc1ccccc1
    ?	/
> CCOCCCN(C(=O)c1snc(C(N)=O)c1N)C(C(=O)NCCC(C)C)c1ccc(Cl)cc1 (centres undefined)
    -10%	10
> Cc1cc(SCc2ccccc2C)nc(=O)[nH]1
    i	22
> COc1ccc(N2CCN(C(=O)CNC(=O)c3ccccc3Cl)CC2)cc1
    ?	/
> CC(N=Cc1c(O)c2ccccc2oc1=O)C(=O)O (centres undefined)
    -5%	8
> O=Cc1cc(N=Nc2cccc(C(=O)O)c2)ccc1O
    ?	/
> O=C(Cn1cc(C(=O)C2CC2)c2ccccc21)Nc1ccccc1Cl
    ?	/
> Cc1ccc(C)n1-c1nc(=S)[nH][nH]1
    i	4
> Cc1ccc(CNC(=O)C2(S(=O)(=O)c3ccc(C)cc3)CC2)cc1
    ?	/
> COc1ccc(OC)c(NC(=S)N2CCN(Cc3ccccc3)CC2)c1
    7%	3
> CN(C)CCNC(=O)c1c(CSc2ccccc2)noc1C(=O)NCc1ccccc1
    ?	/
> O=C1CC(N2CCN(c3ccccn3)CC2)C(=O)N1c1ccc(F)cc1 (centres undefined)
    -4%	9
> NS(=O)(=O)c1ccc(CCNC(=O)C2CCCN(S(=O)(=O)c3cccnc3)C2)cc1 (centres undefined)
    ?	/
> Cc1cc(C)nc(SCC(=O)NN=C2CCCC2)n1
    5%	4
> CCC1CCCCN1C(=O)c1ccccc1OC1CCN(S(C)(=O)=O)CC1 (centres undefined)
    ?	/

# Following part
# Below each compound – S3 lipid droplet	S3 lipid droplet cell count max
> CCCOc1cccc(C(=O)NCCNC(=O)c2ccccn2)c1
    ?	/
> Cn1c(=O)oc2cc(S(=O)(=O)N3CCN(c4ccccc4F)CC3)ccc21
    i	12
> CCN(CC)CCOc1ccccc1OC
    ?	/
> CCN(CC)c1ccc(N=C2C(=O)Nc3ccccc32)cc1
    ?	/
> Cc1cc(C)nc(N2CCC(C(=O)NNC(=O)c3ccccc3)CC2)n1
    ?	/
> CC1=CC(=Nc2c(C)n(C)n(-c3ccccc3)c2=O)C=CC1=O
    -10%	5
> O=C1c2ccccc2C(=O)N1CCCc1nc2ccccc2c(=O)n1Cc1ccco1
    ?	/
> COc1ccc(Oc2cc(C)c3ccccc3n2)cc1
    ?	/
> CCCCOC(=O)c1ccc(-c2ccc(/C=N/NC(=S)NCC)o2)cc1
    ?	/
> CC(=O)c1cccc(N=Cc2c(O)ccc3ccccc23)c1
    12%	/
> COc1ccc(C2c3[nH]c4ccccc4c3CCN2C(=O)c2cc3ncccn3n2)c(F)c1 (centres undefined)
    -16%	-23
> O=C1NCC(c2ccccc2)C1C(=O)N/N=C\c1ccc(-c2cccc(Cl)c2Cl)o1 (centres undefined)
    ?	/
> CCCCNc1c(-c2ccc(SC3CCCCC3)cc2)nc2ccccn12
    ?	/
> O=C(Cc1cn2ccsc2n1)Nc1ccccc1Oc1ccccc1
    ?	/
> COc1ccc(NC(=O)c2ccc(NCC3CCCO3)c([N+](=O)[O-])c2)cc1 (centres undefined)
    5%	2
> COc1ccc(C(=O)COC(=O)c2ccccc2NS(=O)(=O)c2ccc(O)c([N+](=O)[O-])c2)cc1
    -4%	10
> CCC12CCCN3CCC4(C(=C(C(=O)OC)C1)Nc1ccccc14)C32 (centres undefined)
    21%	0
> CCn1c(SCC(=O)Nc2ccc(OC)cc2OC)nc2nc3c(cc2c1=O)COC(C)(C)C3
    -2%	-4
> CC(/C=C1\SC(=O)N(CC(=O)Nc2ccc(O)cc2)C1=O)=C\c1ccccc1
    ?	/
> O=C(Cn1nc(-c2ccccc2)c2ccccc2c1=O)NCCN1CCOCC1
    ?	/
> CC(C)Cc1cc(C(=O)Nc2cc(C(F)(F)F)ccc2Cl)no1
    ?	/
> CCCNc1nc(N2CCCC2)nc(N2CCCC2)n1
    -5%	-17
> COc1cc2ncnc(NCc3cccs3)c2cc1OC
    ?	/
> CCNC(=O)c1c(N)sc2c1CCCCC2
    ?	/
> Cc1[nH][nH]c(=O)c1[C@@H](c1ccccc1[N+](=O)[O-])C(C#N)C#N
    0%	13
> COCCCNC(=S)Nc1cc2oc3ccccc3c2cc1OC
    -20%	12
> Cc1ccccc1NC1c2ccccc2C(=O)N1Cc1ccco1 (centres undefined)
    ?	/
> O=C(/C=C/Nc1ccc(S(=O)(=O)Nc2ncccn2)cc1)c1ccc2ccccc2c1
    -1%	/
> Cc1sc2nc[nH]c(=O)c2c1-c1ccc(Cl)cc1
    ?	/
> O=C(CCc1nc(-c2ccccc2F)no1)NCCN1CCN(Cc2ccccc2)CC1
    ?	/

# One compound at a time (already shown). Order of screens: S3 lipid droplet, S3 lipid droplet cell count max
# CCNC(=O)c1c(N)sc2c1CCCCC2 is listed with ?, /
# CC(C)Cc1cc(C(=O)Nc2cc(C(F)(F)F)ccc2Cl)no1 is listed with ?, /
# O=C(Cn1nc(-c2ccccc2)c2ccccc2c1=O)NCCN1CCOCC1 is listed with ?, /
# CC1=CC(=Nc2c(C)n(C)n(-c3ccccc3)c2=O)C=CC1=O is listed with -10%, 5

# Later entries.
# Below each compound – S3 lipid droplet	S3 lipid droplet cell count max
> COCCNC(=S)N1CCN(C(=O)C(=O)Nc2ccc(C(=O)OC)cc2)CC1
    5%	-13
> Cc1nnc2ccc(-c3cccc(NC(=O)c4ccco4)c3)nn12
    -10%	-21
> O=C(Cn1ccccc1=O)c1cccs1
    ?	/
> Cc1ccc(-n2c(C(C)n3nc(C)c([N+](=O)[O-])c3C)n[nH]c2=S)cc1 (centres undefined)
    -2%	-8
> CCC(C)C(NC(=O)c1ccccc1NC(=O)c1ccc(C)cc1)C(=O)O (centres undefined)
    0%	8
> O=C(NCCCn1ccnc1)C1CC(c2ccccc2Cl)=NO1 (centres undefined)
    ?	/
> COc1ccc(-c2nc(N)n(C(=O)c3ccccc3Cl)n2)cc1
    ?	/
> O=c1c(Cc2ccccc2)c(O)nc2n1CCS2
    -3%	5
> CC1CCCN(C(=O)COC(=O)/C=C/c2ccc(C(F)(F)F)cc2)C1 (centres undefined)
    ?	/
> CC(/C=C/c1ccc(OCc2ccccc2)cc1)=N\O
    ?	/
> COC(=O)C(NC(C)=O)(Nc1ccccn1)C(F)(F)F (centres undefined)
    21%	-6
> CCOC(=O)CCc1c(C)c2ccc(O)cc2oc1=O
    ?	/
> CC(C)[C@H](NC(=O)OC(C)(C)C)c1nnc(S(=O)(=O)Cc2c(F)cccc2Cl)o1
    ?	/
> CCn1nc(C)c(CN2CCc3c([nH]c4ccccc34)C2C(C)(C)C)c1C (centres undefined)
    6%	5
> O=C(Nc1ccc(Cl)cc1Cl)c1ccc(Br)o1
    17%	0
> CCc1nc(SCC(=O)N2CCCc3ccccc32)c2oc3ccccc3c2n1
    ?	/
> Cc1cc([N+](=O)[O-])cnc1Sc1nccn1C
    ?	/
> O=C(Nc1ccc(Cl)cc1)Nc1nc(-c2sccc2Br)cs1
    ?	/
> CC1=C(C(=O)OCCOC(C)C)C(c2cccnc2)C2=C(CCCC2=O)N1 (centres undefined)
    ?	/
> CCOC(=O)c1cnc(SCC(=O)Nc2ccc(N3CCOCC3)cc2)nc1N
    i	/
> Cc1cccc(C)c1NC(=O)CNC(=O)Cc1ccc(Br)cc1
    ?	/
> COc1cccc(Cn2nnc(C(=O)Nc3cc(Cl)ccc3OC)c2N)c1
    5%	15
> COc1ccc(C(=O)NCc2ncccc2C)cc1OC1CCN(C(C)=O)CC1
    ?	/
> Cc1ccc(C(=O)n2cnnc2N)cc1C
    24%	-1
> CCC1(CC)NC(=O)N(CC(=O)OCC(=O)Nc2ccccc2[N+](=O)[O-])C1=O
    ?	/
> Cc1sc2nc(C)n(/N=C/c3ccccc3)c(=O)c2c1C
    ?	/
> CC(=O)c1cccc(NC(=O)C(C)OC(=O)CCC2CCCCC2)c1 (centres undefined)
    ?	/

# Some of these compounds in order of heavy-atom count, high to low.
# Below each compound – S3 lipid droplet	S3 lipid droplet cell count max
> CCc1nc(SCC(=O)N2CCCc3ccccc32)c2oc3ccccc3c2n1
    ?	/
> COCCNC(=S)N1CCN(C(=O)C(=O)Nc2ccc(C(=O)OC)cc2)CC1
    5%	-13
> CC1CCCN(C(=O)COC(=O)/C=C/c2ccc(C(F)(F)F)cc2)C1 (centres undefined)
    ?	/
